Assay outcomes as filed in PubChem.
HT1080 viability – HT1080 cell viability loss – fluorescence readout (AID 620); HT1080 viability, fluorescence; higher % means a stronger effect; one-dose cytotoxicity, % at 10 µM; EC50 in µM for titrated hits; 87,000 compounds, 0.42% hits;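 also: cells exposed to compound overnight then 4 h with Alamar Blue; 0% = vehicle DMSO and 100% = killing control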
DPM-DC inhibit – inhibitors of Streptococcus pneumoniae diphosphomevalonate decarboxylase; purified DPM-DC, PK/LDH coupled NADH fluorescence; calls only at 10 µM; 65,000 compounds, 0.49% hits; AID 556;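 active = the 320 compounds with the highest percent inhibition in the single-dose primary screen, excluding strongly autofluorescent ones, cut at about 32% in these data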;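 also: kinetic rate of NADH fluorescence loss reporting ADP formed by the decarboxylase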
TNAP inhibition – inhibition of tissue-nonspecific alkaline phosphatase – biochemical, luminescent (AID 518) | purified TNAP enzyme, luminescent substrate readout; higher % means a stronger effect | inhibition, % at 20 µM; hits with a dose series show IC50 in µM | 64,000 compounds, 0.09% hits; in the data active = a potency from the dose series; inactive = the rest, 99 in 100 with inhibition below about 22%;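 also: plate controls were vehicle for no effect and reference inhibitor for full effect; many of its hits are not listed in these tables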
Bfl-1 displacement – displacement of Bid BH3 peptide from Bfl-1 – biochemical, fluorescence polarization, FITC-Bid, mouse, primary screen (AID 432). FITC-Bid BH3 peptide fluorescence polarization displacement; higher % means a stronger effect. 64,000 compounds, 0.02% hits. one-dose displacement, % at 20 µM; IC50 in µM for titrated hits; in the data active = a potency from the dose series; inactive = the rest, 99 in 100 with displacement below about 15%; also: strong numbers were not always called active
LYP phosphatase – LYP phosphatase inhibitors, primary screen, biochemical, DiFMUP fluorescence, recombinant catalytic domain, 10 µM (AID 606); recombinant LYP catalytic domain, DiFMUP fluorescence; higher % means a stronger effect; 52,000 tested, under 10 active; inhibition, % at 10 µM; hits with a dose series show IC50 in µM;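 active = IC50 under 40 µM in the dose-response test; inactive = IC50 of 40 µM or more, or never dose-tested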
KRASV12 cytotoxicity – viability loss of HPDE-C7K cells – cell-based, fluorescence, HTS, primary screen (AID 431); HPDE-C7K KRASV12 cells, Alamar Blue viability, 48 h; higher % means a stronger effect; one-dose cytotoxicity, % at 10 µM; EC50 in µM for titrated hits; 63,000 compounds, 1.7% hits;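 active = compounds whose percent cytotoxicity in the single-dose primary screen, scaled between solvent and toxic-drug controls, exceeds 50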;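 also: 0% = DMSO solvent wells and 100% = doxorubicin-treated wells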
PMK inhibit – blocks S. pneumoniae phosphomevalonate kinase | purified PMK, PK/LDH-coupled NADH absorbance 340 nm | inhibition, % at 10 µM | 65,000 compounds, 0.49% hits;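 active = top-ranked compounds by inhibition in the single 10 µM screen, taking a fixed number of the strongest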;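 also: 0% = full reaction with DMSO carrier and 100% = background rate without enzyme reaction; no value below 0 was filed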
HPDE-C7 viability – HPDE-C7 pancreatic duct cell viability loss – fluorescence, HTS (AID 430); HPDE-C7 pancreatic duct cells viability, fluorescence; higher % means a stronger effect; 63,000 compounds, 1.8% hits; cytotoxicity, % at 10 µM, or EC50 in µM where a hit was titrated;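 also: cells exposed to compound for 48 hours before viability readout; 0% = vehicle and 100% = reference cytotoxic drug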
Spn MK inh – S. pneumoniae mevalonate kinase inhibition; purified MK, PK/LDH-coupled NADH absorbance 340 nm; inhibition, % at 10 µM; 65,000 compounds, 0.48% hits;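 active = ranked among the strongest by inhibition in the single 10 µM screen, a fixed top-ranked set picked for dose follow-up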; also: no value below 0 was filed
PMK inhibit pilot replicates – further read-out of PMK inhibit, marked with its call; inhibition, %; measured here: pilot screen replicates
Spn MK inh pilot replicates – also measured in Spn MK inh; calls as there; inhibition, %; measured here: pilot screen replicates
DPM-DC inhibit pilot screen % – second read-out of DPM-DC inhibit, no call of its own (marks repeat the call); inhibition, %; measured here: pilot screen trials
The depositor's hits bear a star; i = inactive; · = no result given. Rule as the data show it, unless noted: active = cytotoxicity above about 50%; inactive = the rest.

SMILES | HT1080 viability | DPM-DC inhibit | TNAP inhibition | Bfl-1 displacement | LYP phosphatase | KRASV12 cytotoxicity | PMK inhibit | HPDE-C7 viability | Spn MK inh | others
COC(=O)c1cccc(NC(=O)C2C3CCC(C3)C2C(=O)O)c1 (stereo not given) | 1% | i | 13% | -1% | 0% | -9% | 0 | -1% | 6
Cc1cnc(C(=O)Nc2ccc(F)c(F)c2)cn1 | 5% | i | 11% | -3% | 9% | 9% | 5 | 6% | 4
CC1CC(C)(C)NC(C)c2ccccc21 (stereo not given) | -2% | i | 7% | 0% | 14% | -8% | 10 | -13% | 8
Cc1nnc(C)n1/N=C/c1ccc2c(c1)OCCO2 | -3% | i | 12% | -4% | 11% | -18% | 3 | -19% | 6
Cc1ccc(-n2nc(C)c3c2OC(N)=C(C#N)C3c2ccncc2)cc1 (stereo not given) | 28% | i | -5% | 0% | -3% | 0% | 10 | -1% | 10
CCOC(=O)C1CCN(S(=O)(=O)c2ccc3c(c2)CCCN3C(C)=O)CC1 | -3% | i | 7% | -6% | · | -5% | 7 | -16% | 21
N#CC1=C(N)SC2(CCCCC2)SC1c1ccccc1 (stereo not given) | -17% | i | 6% | 0% | 7% | · | 13 | · | 0
O=C(NC(=O)c1ccc(Cl)cc1)Nc1cc(N2CCCCC2)ncn1 | -4% | i | 9% | -2% | 10% | -8% | 3 | 1% | 3 | PMK inhibit pilot replicates=0.0;Spn MK inh pilot replicates=0.0;DPM-DC inhibit pilot screen %=0.0
CC(C)N1CCc2c(sc(NC(=O)c3ccc(S(=O)(=O)N4CCOCC4)cc3)c2C#N)C1 | 9% | i | -7% | -2% | 4% | -2% | 11 | -9% | 4
Nc1cccc(NC(=O)c2cccs2)c1 | 15% | i | 12% | 2% | 17% | -11% | 5 | -5% | 1
Cc1ccc(O)c(NC(=O)c2ccco2)c1 | -5% | i | 9% | -8% | 4% | 8% | 0 | -1% | 7
O=C(OCC(=O)N1CCN(C(=O)c2ccco2)CC1)c1cc(-c2ccc(F)cc2)nc2ccccc12 | -4% | · | 15% | -2% | · | -2% | 16 | -3% | 6
CC(C)C(NC(=O)c1ccc(Cl)cc1)C(=O)NC1=NCCS1 (stereo not given) | · | i | 7% | 4% | 1% | 6% | 8 | 7% | 12
Cc1ccc(-n2nc3c(c2NC(=O)c2ccc4c(c2)OCO4)CSC3)c(C)c1 | -4% | i | 6% | -2% | 11% | -10% | 11 | -4% | 0
Cc1nnc(NCCc2ccccc2)n(N)c1=O | 3% | i | 10% | -4% | -9% | -2% | 7 | 6% | 3 | PMK inhibit pilot replicates=1.5;Spn MK inh pilot replicates=0.0;DPM-DC inhibit pilot screen %=0.0

Three entries from above, sorted by formula weight, high to low:
SMILES | HT1080 viability | DPM-DC inhibit | TNAP inhibition | Bfl-1 displacement | LYP phosphatase | KRASV12 cytotoxicity | PMK inhibit | HPDE-C7 viability | Spn MK inh | others
O=C(OCC(=O)N1CCN(C(=O)c2ccco2)CC1)c1cc(-c2ccc(F)cc2)nc2ccccc12 | -4% | · | 15% | -2% | · | -2% | 16 | -3% | 6
Cc1ccc(-n2nc3c(c2NC(=O)c2ccc4c(c2)OCO4)CSC3)c(C)c1 | -4% | i | 6% | -2% | 11% | -10% | 11 | -4% | 0
Cc1ccc(O)c(NC(=O)c2ccco2)c1 | -5% | i | 9% | -8% | 4% | 8% | 0 | -1% | 7

(further entries)
SMILES | HT1080 viability | DPM-DC inhibit | TNAP inhibition | Bfl-1 displacement | LYP phosphatase | KRASV12 cytotoxicity | PMK inhibit | HPDE-C7 viability | Spn MK inh | others
COc1ccccc1OC(=O)c1ccc2nsnc2c1 | -5% | i | 18% | 0% | · | -12% | 8 | -16% | 4 | PMK inhibit pilot replicates=2.0;Spn MK inh pilot replicates=2.0;DPM-DC inhibit pilot screen %=1.0
CCCC(=O)N(CCc1ccccc1)Cc1nc2ccccc2c(=O)[nH]1 | 3% | i | 9% | -6% | 2% | 2% | 0 | 2% | 7
CC(C)C(OC(=O)c1ccco1)C(=O)NCc1cccs1 (stereo not given) | 3% | i | 5% | 2% | · | 0% | 12 | -4% | 0
CCOCCCNC(=O)C(c1ccc(C)cc1)N(Cc1ccc2c(c1)OCO2)C(=O)c1cnccn1 (stereo not given) | -1% | i | 12% | -2% | · | -20% | 0 | -30% | 2 | PMK inhibit pilot replicates=3.0;Spn MK inh pilot replicates=2.0;DPM-DC inhibit pilot screen %=3.0
CCOC(=O)COc1nc(OC)nc(N2CCOCC2)n1 | -2% | i | 14% | 5% | · | -3% | 12 | -7% | 8
COc1ccc(C2C=C(C)Nc3nc(SC)nn32)cc1 (stereo not given) | 10% | · | 13% | -1% | -5% | -4% | 8 | -2% | 8
CCOC(=O)Cc1csc(NC(=O)c2ccc(S(=O)(=O)N3CCCCC3)cc2)n1 | · | i | 6% | 0% | · | -13% | 9 | -14% | 2
O=C(c1cccc(S(=O)(=O)N2CCOCC2)c1)N1CCCC1 | 15% | i | 11% | -1% | 7% | -2% | 5 | -5% | ·
O=C(CSc1nnc(-c2ccncc2)n1CC1CCCO1)NCc1ccccc1 (stereo not given) | 1% | i | 0% | -1% | · | -19% | 12 | -19% | 7
CCCC(=O)Nc1ccc(NC(=O)c2ccco2)cn1 | 1% | i | 6% | -2% | -3% | -3% | 0 | -6% | 10
COc1cccc(/C(O)=C2/C(=O)C(=O)N(CCN3CCOCC3)C2c2cccnc2)c1 (stereo not given) | 2% | i | 6% | 1% | 1% | -7% | 20 | -8% | 3 | PMK inhibit pilot replicates=5.0;Spn MK inh pilot replicates=4.5;DPM-DC inhibit pilot screen %=5.0
CCOc1ccc(C2CC(c3ccc(OC)cc3)n3ncnc3N2)cc1 (stereo not given) | 0% | i | 1% | 1% | -7% | -6% | 14 | -3% | 3
CCOc1ccc(NC(=O)CN2CCN(S(=O)(=O)c3ccc(Cl)cc3)CC2)cc1 | 0% | i | -3% | -15% | 14% | -17% | 10 | -25% | 10
CC1CN(S(=O)(=O)c2cccc(C(=O)OCc3cc(=O)oc4cc(O)ccc34)c2)CC(C)O1 (stereo not given) | 8% | · | 4% | 4% | 13% | 10% | 8 | 15% | 5 | PMK inhibit pilot replicates=5.0;Spn MK inh pilot replicates=0.0
CC(C)n1c2ccccc2c2nc3ccccc3nc21 | -1% | i | 16% | 6% | 5% | -14% | 0 | -8% | 0
Cc1cccc(CC2CC(=O)N(c3ncccn3)C2=O)c1 (stereo not given) | 4% | i | 8% | 3% | 1% | -11% | 0 | -7% | 0
COc1cccc(C(=O)OCCN(C)C(C)(C)C)c1 | 3% | i | 13% | -7% | -7% | 6% | 8 | 3% | 5
CCOC(=O)C1CCN(C(=O)c2ccccc2NC(C)=O)CC1 | 7% | i | -4% | -8% | 2% | -4% | 0 | -4% | 0
Cc1ccc(-c2csc3ncnc(-n4nc(C)cc4N)c23)cc1 | 0% | i | 12% | -10% | 3% | -8% | 17 | 0% | 0
c1ccc(N2CCN(c3nc4cc5c(cc4s3)OCCO5)CC2)cc1 | 4% | i | 6% | 2% | 6% | 29% | 8 | 15% | 12
CCc1[nH]nc2c1C(c1ccc(Br)s1)C(C#N)=C(N)O2 (stereo not given) | 8% | i | 15% | 1% | 0% | 5% | 16 | -3% | 2
CSc1ccc(S(=O)(=O)NC2CCCCCC2)cc1 | -4% | i | 20% | 4% | -5% | 3% | 2 | 6% | 8
Cc1ccc(-n2ncc3c(NCc4ccc5c(c4)OCO5)ncnc32)c(C)c1 | 5% | i | -6% | -7% | 16% | · | 0 | · | 13
O=C(CCc1nc2ccccc2c(=O)[nH]1)OCc1nnc(-c2ccccc2)o1 | -3% | i | 9% | 1% | 6% | 5% | 7 | 8% | 0
CCc1nnc(NC(=O)c2ccc(-c3cccc(C(F)(F)F)c3)o2)s1 | -5% | i | 17% | 0% | 8% | 8% | 11 | -5% | 13 | PMK inhibit pilot replicates=6.5;Spn MK inh pilot replicates=0.5;DPM-DC inhibit pilot screen %=6.0
Cc1nc(C)c(C(=O)C2=C(O)C(=O)N(CCCN(C)C)C2c2ccco2)s1 (stereo not given) | 0% | i | 2% | -10% | 6% | 0% | 9 | -2% | 12
COc1cc2c(cc1OC)C1(NCC2)C(=O)Nc2ccccc21 (stereo not given) | -2% | i | 7% | -7% | · | -2% | 13 | -3% | 0
COCCOC(=O)C1=C(C)NC2=C(C(=O)CC(C)(C)C2)C1c1cc2c(cc1Br)OCO2 (stereo not given) | -3% | i | 6% | 5% | 5% | -6% | 0 | -10% | 4
COc1cc(OC)c(NC(=O)Cn2cccc2)cc1Cl | 1% | i | 13% | -5% | 12% | -4% | 6 | -7% | 6
CCS(=O)(=O)N1CCCC(C(=O)NCCc2ccc(OC)c(OC)c2)C1 (stereo not given) | 27% | i | 11% | 2% | · | -6% | 7 | -10% | 1 | PMK inhibit pilot replicates=0.0;Spn MK inh pilot replicates=0.0;DPM-DC inhibit pilot screen %=0.0
Cc1nc2c(=O)n(C)c(=O)[nH]c2n1Cc1ccccc1 | 0% | i | 5% | 7% | -4% | 1% | 9 | 1% | 0
COc1ccc(-c2nc3n(c(=O)c2C#N)CCCS3)cc1 | · | i | 0% | -4% | · | -1% | 0 | 0% | 5
CCN(CC)S(=O)(=O)c1cccc(C(=O)NC(C(=O)NC2=NCCS2)C(C)C)c1 (stereo not given) | 26% | i | 13% | 9% | · | -6% | 8 | 3% | 6
CCc1ccc(N(C(C)=O)C2C=CS(=O)(=O)C2)cc1 (stereo not given) | -7% | i | 1% | 1% | · | 8% | 4 | 5% | 8

Filtered by structure, the compounds so far with fluorine (three)
SMILES | HT1080 viability | DPM-DC inhibit | TNAP inhibition | Bfl-1 displacement | LYP phosphatase | KRASV12 cytotoxicity | PMK inhibit | HPDE-C7 viability | Spn MK inh | others
Cc1cnc(C(=O)Nc2ccc(F)c(F)c2)cn1 | 5% | i | 11% | -3% | 9% | 9% | 5 | 6% | 4
O=C(OCC(=O)N1CCN(C(=O)c2ccco2)CC1)c1cc(-c2ccc(F)cc2)nc2ccccc12 | -4% | · | 15% | -2% | · | -2% | 16 | -3% | 6
CCc1nnc(NC(=O)c2ccc(-c3cccc(C(F)(F)F)c3)o2)s1 | -5% | i | 17% | 0% | 8% | 8% | 11 | -5% | 13 | PMK inhibit pilot replicates=6.5;Spn MK inh pilot replicates=0.5;DPM-DC inhibit pilot screen %=6.0
